Compound activity as filed in PubChem.
ELG1 genotoxic – qHTS screen for small molecules that induce genotoxicity in human embryonic kidney (HEK293T) cells expressing luciferase-tagged ELG1; Potency, µM (doses to about 46 µM), without a hit: at the highest dose activity change, positive = activation, actives largely listed as activators; HEK293T ELG1-luciferase reporter, luminescence, 16 h; hit rate 1.3% among 330,000; also: % of control where 0% means no effect; nearly all actives have a fitted effect of over 60% in size
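Step 1: seed 2,000 HEK293T ELG1-luciferase cells per well. Step 2: add compound or DMSO, incubate 16 hr at 37 °C. Step 3: ONE-Glo, 30 min at room temperature, read luminescence.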
p53 reactivator – qHTS assay for re-activators of p53 using a Luc reporter | H1299 p53-A138V BP100-luciferase reporter, luminescence, 24 h | AID 504706, 2011 | Potency, µM (doses to about 92.2 µM), for the others: at the top dose activity change, positive = activation, hits mostly activators | hit rate 0.063% among 320,000; also: % of control where 0% means no effect; nearly all actives have a fitted effect of over 45% in size
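p53-null H1299 cells stably carrying temperature-sensitive p53-A138V and a BP100-luciferase reporter were pinned with compounds (4-point, 1:5 series) and held 24 hrs at 37 deg C. Luminescence was read 10 min after detection reagent.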
FLuc counter – qHTS profiling assay for firefly luciferase inhibitor/activator using purifed enzyme and Km concentrations of substrates (counterscreen for miR-21 project); Luciferin 4-monooxygenase (Photinus pyralis), P08659; purified FLuc, Km substrates, luminescence inhibition; Potency, µM (series often up to 57.5 µM), for inactives: at the highest dose activity change, negative = inhibition, hits mostly inhibitors; hit rate 6.9% among 360,000;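 also: plate controls were vehicle for no effect and reference inhibitor for full effect; nearly all actives have a fitted effect of over 55% in size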
Target sequence (P08659 whole entry, looked up): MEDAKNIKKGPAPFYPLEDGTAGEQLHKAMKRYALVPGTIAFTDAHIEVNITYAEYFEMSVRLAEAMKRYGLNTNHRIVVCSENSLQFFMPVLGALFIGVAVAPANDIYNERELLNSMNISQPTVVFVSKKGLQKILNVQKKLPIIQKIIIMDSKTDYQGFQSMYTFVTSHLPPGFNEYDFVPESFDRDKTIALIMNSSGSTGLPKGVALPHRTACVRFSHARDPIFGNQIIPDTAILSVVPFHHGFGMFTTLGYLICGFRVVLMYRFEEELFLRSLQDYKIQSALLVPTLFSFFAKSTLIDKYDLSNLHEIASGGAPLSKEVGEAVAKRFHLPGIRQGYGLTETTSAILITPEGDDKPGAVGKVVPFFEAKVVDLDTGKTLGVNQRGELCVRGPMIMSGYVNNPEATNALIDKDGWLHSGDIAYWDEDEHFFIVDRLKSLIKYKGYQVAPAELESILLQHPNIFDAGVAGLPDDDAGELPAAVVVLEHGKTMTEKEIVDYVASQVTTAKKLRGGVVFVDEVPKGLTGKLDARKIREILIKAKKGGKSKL
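Purified P. pyralis luciferase (10nM final) with 10uM D-luciferin and 10uM ATP (Km levels) in 50mM Tris acetate pH 7.5, 10mM Mg acetate, 0.01% Tween-20, 0.05% BSA; qHTS 6-point titration, ~60 µM downward; luminescence read.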
NPC1 promoter act – qHTS Assay for NPC1 Promoter Activators | Huh7 NPC1 promoter luciferase reporter, 24 h | Potency, µM (titrated, usually from 9.22 µM), for inactives: top-dose activation, hits mostly activators | hit rate 2.4% among 320,000 | AID 485313, 2010;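 also: % of control where 0% means no effect; nearly all actives have a fitted effect of over 60% in size; reporter is driven by a mutant NPC1 promoter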
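In 1536-well qHTS, Huh7 cells harboring an NPC1 promoter–luciferase construct received compound for 24 h; activation was quantified by luminescence following luciferase reagent addition.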
RORgamma inh – qHTS for inhibitors of ROR gamma transcriptional activity. Nuclear receptor ROR-gamma (Mus musculus), P51450. hit rate 5.4% among 310,000. Potency, µM (highest dose often 53.6 µM), for inactives: at the top dose activity change, negative = inhibition, usual class: inhibitors. Drosophila S2 Gal4-RORgamma UAS-luciferase reporter, 20 h; also: % is scaled to controls: 0 for no effect and ±100 for the full control effect; nearly all actives have a fitted effect of over 60% in size
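In this cell-based reporter format, copper sulfate (700 uM final) drives Gal4–ROR gamma fusion expression from a metallothionein promoter in Drosophila Schneider cells; compounds preincubated 1 hr, reporter read after 20 hr at ambient temperature.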
uPA surface inh – qHTS for Inhibitors of Cell Surface uPA Generation; Potency, µM (doses to about 38.3 µM), for inactives: top-dose activity change, negative = inhibition, actives largely listed as inhibitors; cell surface uPA generation assay, qHTS; hit rate 0.31% among 330,000; active = well fitted inhibition curve with a large enough effect; inconclusive = small, poorly fitted or top-dose-only effect; inactive = no such curve, though single readings can be large or run the other way; tested in mouse RAW 264.7 cells; also: % is scaled to controls: 0 for no effect and ±100 for the full control effect; nearly all actives have a fitted effect of over 55% in size
MBNL1 CUG block – qHTS Assay for Inhibitors of MBNL1-poly(CUG) RNA binding. Muscleblind-like protein 1 (Homo sapiens), Q9NR56. TR-FRET MBNL1-His/biotin-(CUG)12 binding, 665/545 ratio. Potency, µM (series often up to 57.5 µM), for inactives: at the highest dose activity change, negative = inhibition, hits mostly inhibitors. hit rate 0.036% among 280,000; active = well fitted inhibition curve with a large enough effect in the signal ratio, with a control signal flat, not every such curve was filed as active; inconclusive = small, poorly fitted or top-dose-only effect, or effect the other way, or a change in a side signal; inactive = no such curve, though single readings can be large or run the other way; the % refers to the signal ratio; also: % is scaled to controls: 0 for no effect and ±100 for the full control effect
Target sequence (Q9NR56 whole entry, looked up): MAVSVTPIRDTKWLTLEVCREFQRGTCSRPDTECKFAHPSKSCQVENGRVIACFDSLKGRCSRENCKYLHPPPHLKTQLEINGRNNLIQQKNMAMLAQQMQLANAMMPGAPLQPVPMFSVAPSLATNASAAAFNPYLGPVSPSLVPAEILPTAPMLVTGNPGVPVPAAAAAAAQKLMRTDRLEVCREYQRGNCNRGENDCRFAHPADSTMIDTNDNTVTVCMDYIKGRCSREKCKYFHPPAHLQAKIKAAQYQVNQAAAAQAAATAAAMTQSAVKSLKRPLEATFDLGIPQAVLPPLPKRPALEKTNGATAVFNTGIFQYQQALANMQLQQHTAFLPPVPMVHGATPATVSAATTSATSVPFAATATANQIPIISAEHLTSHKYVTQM
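TR-FRET between His-tagged MBNL1 and biotin-(CUG)12 RNA, detected with Tb anti-His antibody (0.055 ng/ul) and streptavidin-XL665 (5 nM), 60 min at room temperature. Compounds titrated 92 nM to 58 uM; 665/545 nm ratio normalized to buffer and complex controls.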
Gal4-VP16 FLuc – VP16 counterscreen qHTS for inhibitors of ROR gamma transcriptional activity; hit rate 3.5% among 310,000; Drosophila S2 Gal4-VP16 UAS-luciferase, luminescence, 20 h; Potency, µM (titrated, usually from 53.6 µM), for the others: at the top dose activity, negative = inhibition, usual class: inhibitors;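 also: Gal4-VP16 expression switched on by copper sulfate through the metallothionein promoter; % is scaled to controls: 0 for no effect and ±100 for the full control effect; nearly all actives have a fitted effect of over 50% in size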
BRCA1 expr act – qHTS Assay to Identify Small Molecule Activators of BRCA1 Expression; Potency, µM (top dose mostly 46.1 µM), inactives show at the top dose activation, most hits filed as activators; MCF7-BRCA1-FFLuc reporter, luminescence, 48 h; response scale: scaled: vehicle 0%, 10 µM genistein 100%; hit rate 1.1% among 380,000; AID 624202, 2012; also: nearly all actives have a fitted effect of over 80% in size; some results filed as inactive show a strong effect at the top dose
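Activators of BRCA1 expression were detected as increased firefly luciferase luminescence in engineered MCF7 cells after 48 h compound incubation. Signals were scaled to genistein 10 microM as full activation.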
Rab9 promoter act – qHTS Assay for Rab9 Promoter Activators; Huh7 Rab9 promoter-luciferase reporter, luminescence, 24 h; Potency, µM (top dose mostly 9.22 µM), without a hit: at the top dose activation, negative = inhibition, actives largely listed as activators; hit rate 2.8% among 320,000; AID 485297, 2010; also: % of control where 0% means no effect; nearly all actives have a fitted effect of over 60% in size
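Using Huh7 cells stably transfected with Rab9 promoter–luciferase, compounds were incubated 24 h at 37 °C, 5% CO2; luciferase luminescence was read 10 min after reagent addition.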
Starred values were filed as active, the others as inactive; ? = inconclusive; / = not tested or not shown; [ ] = dose if it differs, or a comment. Unless noted, calls follow the shape of the dose curve; as a rule, active = well fitted curve in the direction sought with a large enough effect; inconclusive = small, poorly fitted or top-dose-only effect, or another doubt; inactive = no such curve, though single readings can be large; an effect the other way counts as inactive or inconclusive. Potency is read from the fitted curve at half-maximal effect. Random draw from the library; overall some 13% were active at least once.

SMILES | ELG1 genotoxic | p53 reactivator | FLuc counter | NPC1 promoter act | RORgamma inh | uPA surface inh | MBNL1 CUG block | Gal4-VP16 FLuc | BRCA1 expr act | Rab9 promoter act
C=CCOc1ccc(C2NC(=S)NC(C)=C2C(=O)c2ccccc2)cc1OC (stereo not given) | 0.5% | -14.5% | 2.4% | -1.7% | ? | 0.9% | -2.6% | ? | -10.4% | 0.9%
COc1ccc(CCn2c(-c3cccc([N+](=O)[O-])c3)nc3nc4ccccc4nc32)cc1OC | -2.0% | -5.4% | -0.8% | 1.9% | -21.8% | 4.6% | 16.6% | -0.1% | 0.5% | 9.9%
Cc1ccc(CN(Cc2ccco2)S(=O)(=O)c2ccc(S(=O)(=O)NCC3CCCO3)cc2)cc1 (stereo not given) | -3.2% | 2.9% | 1.7% | 0.5% | 11.6% | 9.1% | 1.5% | -4.7% | -29.5% | -0.7%
COc1ccc(COC[C@H](C)[C@H](O)[C@@H](C)[C@H]2OC(=O)[C@@H]2C)cc1 | / | / | / | / | 18.9% | 11.5% | / | -2.9% | 16.3% | /
Cc1cc(C)cc(NC(=O)C(C)N2C(=O)c3ccccc3C2=O)c1 (stereo not given) | -0.8% | 17.0% | 0.4% | -0.1% | 25.2% | -0.3% | -3.2% | -12.7% | -16.2% | 0.6%
O=C(NCc1ccncc1)C(=O)NCC1OCCN1S(=O)(=O)c1ccc(F)cc1 (stereo not given) | -1.9% | -3.4% | 1.3% | -2.8% | 36.4% | 1.8% | 9.3% | 1.9% | -1.6% | 10.1%
COc1ccc(Cl)cc1NC(=O)C(C)NC(c1ccccc1)c1ccccc1 (stereo not given) | -5.7% | 22.1% | -0.3% | -2.7% | 39.7% | -4.5% | 12.3% | -22.8% | -32.7% | -3.4%
O=C(Nc1ccc(Cl)cn1)Nc1ccccc1Cl | 13.6% | 8.2% | -9.6% | 8.3% | -6.4% | 3.2% | -23.4% | 0.2% | 25.7% | ?
Cc1nn(-c2ccc3ccccc3c2)c(=O)c2ccccc12 | ? | 15.4% | 12µM* | 2.4% | 0.6% | -24.3% | 7.0% | 2.2% | 33.9% | ?
O=C(c1ccc(=O)[nH]n1)N1CCN(S(=O)(=O)c2cccc(F)c2)CC1 | 0.6% | 5.2% | 3.1% | -3.1% | / | 3.2% | / | / | 29.0% | -2.8%
CC(=O)N1CCN(c2ccc(NCc3ccc(Br)o3)cc2)CC1 | 2.6% | -8.3% | -4.9% | -1.0% | / | ? | / | / | -1.2% | 0.6%
COC(=O)c1ccc(NC(c2ccc(Cl)cc2)P(=O)(OC)OC)cc1 (stereo not given) | 3.7% | 17.6% | 26.9µM* | -2.0% | 39.8% | 1.8% | -14.9% | -13.6% | -8.3% | -1.4%

3 entries out of the list above, arranged by their value in RORgamma inh, descending.
structure,RORgamma inh
COC(=O)c1ccc(NC(c2ccc(Cl)cc2)P(=O)(OC)OC)cc1 (stereo not given),39.8%
O=C(NCc1ccncc1)C(=O)NCC1OCCN1S(=O)(=O)c1ccc(F)cc1 (stereo not given),36.4%
O=C(Nc1ccc(Cl)cn1)Nc1ccccc1Cl,-6.4%

Continued.
SMILES | ELG1 genotoxic | p53 reactivator | FLuc counter | NPC1 promoter act | RORgamma inh | uPA surface inh | MBNL1 CUG block | Gal4-VP16 FLuc | BRCA1 expr act | Rab9 promoter act
Cc1ccc(C)c(N2C(=O)CC(N3CCN(Cc4ccc5c(c4)OCO5)CC3)C2=O)c1 (stereo not given) | 0.8% | -5.0% | -1.9% | 0.5% | 11.9% | -5.0% | -11.1% | -4.4% | 1.5% | -1.1%
O=C(CNC(=O)c1ccccc1)OCc1cccc([N+](=O)[O-])c1 | 0.4% | 2.2% | -1.3% | -11.6% | -19.0% | 2.1% | / | -0.3% | -4.4% | -3.7%
COc1ccc(C)cc1NC(=O)C(OC(=O)CNC(=O)c1cccc(F)c1)c1ccccc1 (stereo not given) | 0.8% | -0.4% | -1.2% | -3.8% | 17.1% | 0.6% | -5.0% | -3.4% | 1.9% | -2.1%
COc1cc2c(C(=O)N(C)c3ccc(F)cc3)cn(C)c(=O)c2cc1OC | 0.6% | -1.6% | 0.3% | -0.3% | 13.7% | -1.8% | -6.1% | 1.9% | -17.3% | 4.5%
CCC(CC)C(=O)Nc1c2c(nn1-c1ccc(C)cc1)CS(=O)(=O)C2 | -1.5% | -7.1% | -0.5% | 4.0% | 11.0% | -3.5% | -7.6% | 7.4% | -10.0% | -3.9%
CCP(=O)(c1ccccc1)C(C)(C)O (stereo not given) | -1.1% | -2.7% | -0.3% | -3.1% | -28.7% | 4.7% | -3.7% | -14.4% | -15.0% | 0.0%
CCCC(=O)C1=C(O)C(C(=O)OC)C(C)(C)CC1=Nc1ccccc1 (stereo not given) | -3.0% | -2.8% | -1.9% | -3.0% | -16.9% | 0.9% | -2.5% | 11.2% | 15.8% | 0.7%
Cn1c2cc(Br)sc2c2cnn(Cc3c(F)cccc3Cl)c(=O)c21 | -1.4% | -3.9% | 3.6% | -2.7% | / | 2.8% | / | / | -10.9% | -2.9%
COc1ccc(-c2noc(C(C)NC(=O)c3ccco3)n2)cc1OC (stereo not given) | 2.4% | -3.7% | -0.9% | 1.7% | ? | -4.6% | 5.8% | 4.4% | -15.0% | 0.1%
CSc1cccc(NC(=O)CCCNC(=O)c2ccc(Cl)cc2)c1 | -0.6% | 3.6% | -0.7% | 1.9% | -3.9% | -0.4% | 0.2% | -7.9% | -9.6% | -0.9%
CCOc1ccc(NC(=O)CN(C)C(=O)Cc2sc(C)nc2-c2ccc(F)cc2)cc1OCC | 3.0% | -1.6% | 1.9% | -4.5% | / | -4.6% | / | / | -7.1% | -1.3%
Cc1ccc(COc2ccsc2C(=O)O)cc1 | 0.8% | 0.8% | ? | -4.3% | 4.7% | -2.8% | / | -0.1% | 12.6% | 0.0%
CC(=O)c1ccc(NC(=O)C(C)OC(=O)C2CC(=O)N(c3ccc4c(c3)OCCO4)C2)cc1 (stereo not given) | 3.8% | 11.2% | -1.9% | -3.8% | 14.6% | 4.6% | -7.8% | -2.2% | -16.0% | 2.3%
S=c1[nH]nc(-c2cc(-c3ccco3)[nH]n2)n1-c1ccccc1 | 0.5% | -2.2% | -6.1% | -1.4% | 12.6µM* | 0.2% | -3.6% | 6.5% | 0.0% | 9.9%
COc1ccc(CCNC(=O)CSc2cccc3cccnc23)cc1OC | 2.6% | -4.8% | -1.6% | -2.9% | 1µM* | -7.1% | 9.8% | -0.2% | 0.0% | 0.4%
CC(=O)NC12CC3CC(C1)CC(C(=O)OCC(=O)Nc1ncc(Cl)cc1Cl)(C3)C2 | 0.2% | 2.3% | -0.8% | 0.4% | -1.7% | 0.2% | 4.0% | 0.2% | 5.1% | 9.4%
Cc1ccc(OCc2cc(C(=O)NCCn3cccn3)no2)cc1C | 5.2% | 10.5% | ? | 11.6% | 28.5% | -0.5% | -4.3% | 17.8% | 29.5% | 12.9%
CC(=O)c1cccc(N=c2scc(-c3ccc(S(=O)(=O)N4CCOCC4)cc3)n2CCO)c1 | 0.4% | -14.9% | 0.5% | -23.3% | ? | -8.2% | 18.1%[11.5 µM] | 2µM* | -67.1% | -29.8%
COC(=O)c1nc(-c2ccccc2)oc1N1CCOCC1 | 2.2% | -2.1% | -4.8% | -9.8% | 13.1% | 1.5% | -18.8% | -5.1% | -2.2% | 0.2%
COc1ccccc1N1CCN(c2nc(-c3ccccc3)cc(C(F)(F)F)n2)CC1 | -4.2% | 1.8% | 0.4% | -0.9% | -4.2% | 7.5% | -13.3% | 1.4% | -3.1% | -0.5%
CN1CCN(c2ccc(NC(=O)c3cc4ccccc4o3)cc2)CC1 | 10.3µM* | / | 6.01µM* | 1.58µM* | -25.5% | ? | -24.8% | -7.2% | ? | 3.55µM*
Cc1csc2nc(CNC(=O)C3CC=CCC3C(=O)O)cn12 (stereo not given) | -3.8% | 9.1% | -2.4% | -3.3% | -0.7% | 7.4% | -3.9% | -5.3% | -7.6% | 0.4%
COc1ccc(/C=N/NC(=O)c2nonc2C)cc1 | ? | ? | 1.9µM* | 18.3% | ? | 3.6% | 6.3% | ? | -8.8% | ?
Brc1ccccc1-c1nc2c3ccccc3ncn2n1 | 13.3% | ? | ? | ? | / | -16.6% | / | / | 54.7% | 3.16µM*
